S1P2 blocker – blocks the human S1P2 receptor; cell-based S1P2 antagonist assay, inhibition at 5 uM; inhibition, % at 5 µM; actives 0.21% (n = 97,000); AID 736; in the data active = inhibition above about 45%;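 also: CRE beta-lactamase reporter cells expressing human S1P2 stimulated with S1P; 0% = agonist at EC80 alone and 100% = agonist plus reference antagonist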
Target sequence (O95136 whole entry, looked up): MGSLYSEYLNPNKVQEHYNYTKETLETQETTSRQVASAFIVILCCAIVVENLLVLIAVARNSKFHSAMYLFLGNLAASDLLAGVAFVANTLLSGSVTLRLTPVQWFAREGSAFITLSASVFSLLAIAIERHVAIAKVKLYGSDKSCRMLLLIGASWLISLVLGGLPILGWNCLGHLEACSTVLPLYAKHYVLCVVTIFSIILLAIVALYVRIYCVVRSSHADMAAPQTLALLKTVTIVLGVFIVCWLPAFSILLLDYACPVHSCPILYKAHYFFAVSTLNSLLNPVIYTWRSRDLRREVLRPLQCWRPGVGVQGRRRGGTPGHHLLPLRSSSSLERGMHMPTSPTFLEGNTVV
Lung fibro prol – blocks proliferation of human lung fibroblasts; LL 47 human lung fibroblast viability, ATP luminescence; stronger effect = lower value; viability, % at 10 µM; actives 1.1% (n = 85,000);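 active = viability at or below 50% in the single dose screen; inactive = viability above 50%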;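 also: compound exposure lasted 72 h before the ATP readout; 100% = median luminescence of untreated cell-only wells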
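Test system: LL 47 human lung fibroblasts / Incubation: 72 h compound exposure at 37 °C after overnight plating / Technique: luminescent ATP detection, CellTiter-Glo / Compound dosing: 0.1% DMSO in all compound wells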
PostGolgi yeast – growth inhibition of a yeast mutant, post-Golgi transport screen; inhibition, % at 10 µM; actives 0.9% (n = 98,000); AID 739; post-Golgi transport phenotypic cell assay;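 also: yeast cells grown in 1536-well plates; yeast grown about 18 h at 30C before absorbance read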
E coli WT exp – blocks growth of wild type E. coli BW25113; actives 0.15% (n = 98,000); OD600 absorbance; growth inhibition, % at 100 µM;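 active = growth inhibition above about 50% at one test dose, limit read from the data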;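 also: growth measured after 20 h incubation at 37 °C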
DAT uptake mod – human DAT dopamine uptake with cocaine, either direction. actives 1.3% (n = 110,000). Q01959. LLC-PK1 hDAT cells, [14C]-dopamine uptake with cocaine IC80; actives deviate in either direction. B-score at 10 µM;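 active = Z score or B-score, a plate-position-corrected score, falls beyond the plate's 99.7% confidence bounds, in either direction; inactive = both scores lie inside the 99.7% bounds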;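 also: scored against the spread of the other compound wells on the same plate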
Target sequence (Q01959 whole entry, looked up): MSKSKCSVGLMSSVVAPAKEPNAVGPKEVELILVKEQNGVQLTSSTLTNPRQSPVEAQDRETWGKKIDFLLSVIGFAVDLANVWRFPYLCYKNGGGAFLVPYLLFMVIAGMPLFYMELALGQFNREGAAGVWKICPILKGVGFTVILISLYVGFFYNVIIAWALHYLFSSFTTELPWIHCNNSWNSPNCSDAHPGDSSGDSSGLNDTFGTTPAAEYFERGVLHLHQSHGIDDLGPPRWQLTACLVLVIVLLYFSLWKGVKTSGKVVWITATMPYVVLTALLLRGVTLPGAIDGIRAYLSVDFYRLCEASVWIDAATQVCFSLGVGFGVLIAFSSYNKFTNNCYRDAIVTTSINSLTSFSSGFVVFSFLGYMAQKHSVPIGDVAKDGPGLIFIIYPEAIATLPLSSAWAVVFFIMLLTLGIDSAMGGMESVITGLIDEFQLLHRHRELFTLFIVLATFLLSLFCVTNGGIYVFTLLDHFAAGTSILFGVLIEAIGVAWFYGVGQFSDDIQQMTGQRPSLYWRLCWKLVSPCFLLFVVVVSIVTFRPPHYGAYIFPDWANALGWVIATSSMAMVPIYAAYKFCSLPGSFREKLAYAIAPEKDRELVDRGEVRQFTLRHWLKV
H69AR inhibit – growth inhibitors of human H69AR lung tumor cells; H69AR lung tumor viability, ATP luminescence, 72 h; stronger effect = lower value; viability, % at 10 µM; actives 6% (n = 85,000); AID 598;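 active = viability at or below 40%; inactive = viability above 40%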;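 also: multidrug resistant small cell line overexpressing MRP-1 efflux transporter; 100% = mean luminescence of untreated control wells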
PostGolgi ctrl – inhibits growth of the yeast control strain | efflux-deficient yeast background strain, growth absorbance A615, 16 h | inhibition, % at 10 µM | actives 5% (n = 98,000)
HUVEC inhibit – human endothelial cell proliferation inhibition. HUVEC proliferation, CellTiter-Glo luminescence, 72 h; stronger effect = lower value. viability, % at 10 µM (by protocol). actives 1.1% (n = 86,000). AID 648;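 active = viability at or below 30%; inactive = viability above 30%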;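 also: 100% = median luminescence of DMSO-only cell control wells on each plate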
S1P2 ag – S1P2 (human) receptor agonism | S1P2-expressing cell line, agonist reporter read-out | activation, % at 4.5 µM | actives 0.46% (n = 97,000) | O95136; in the data active = activation above about 16%;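 also: 0% = vehicle low control and 100% = maximal reference agonist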
An asterisk follows results filed as active; / = not tested or not shown. Rule as the data show it, unless noted: active = inhibition above about 30%; inactive = the rest. Compounds were not picked by outcome. Share with any hit: about 11%.

SMILES	S1P2 blocker	Lung fibro prol	PostGolgi yeast	E coli WT exp	DAT uptake mod	H69AR inhibit	PostGolgi ctrl	HUVEC inhibit	S1P2 ag
O=C(NCc1cccs1)C1CCCN(S(=O)(=O)c2cccs2)C1 (configuration not stated)	7	102	7	-1	-0.28	95	10	100	-2
CCOc1ccc(OCCCC(=O)O)cc1	-13	/	17	-12	-0.81	/	-7	/	-5
CC(=O)Nc1ccc(S(=O)(=O)NC2(C(F)(F)F)NC(=O)N(C3CCCC3)C2=O)cc1 (configuration not stated)	-6	101	-5	-7	-0.43	90	0	92	-4
OC(COCC1COc2ccccc2O1)CN1CCN(c2ccccc2)CC1 (configuration not stated)	-6	/	5	7	0.0066	/	26	/	-3
C=CCOC(=O)C1=C(C)OC(N)=C(C#N)C1c1ccccc1F (configuration not stated)	5	96	-6	0	-0.7	61	24	89	1
CCOC(=O)c1ccn(-c2nc(-c3ccco3)cc(C(F)(F)F)n2)n1	/	104	0	0	0.22	85	14	99	/
CNC(=O)c1cc2c(=O)n3cc(C)ccc3nc2n(C(C)C)c1=N	-18	95	20	-4	0.84	88	4	103	18*
O=C(Nc1ccc2c(c1)OCO2)c1nn(-c2ccccc2)c(=O)c2ccccc12	-34	/	4	-2	-0.41	88	26	100	-5
CCOC(=O)CC(=O)CSc1nc(C)nc2c1oc1ccccc12	-15	105	-1	1	-0.098	84	2	100	2
O=C(NCc1ccco1)c1cc2ccccc2c(=O)o1	9	113	-3	1	0.45	99	-7	93	-4

Single entries from the entries so far:
Entry of CC(=O)Nc1ccc(S(=O)(=O)NC2(C(F)(F)F)NC(=O)N(C3CCCC3)C2=O)cc1 (configuration not stated) under S1P2 blocker: -6
Entry of CCOC(=O)c1ccn(-c2nc(-c3ccco3)cc(C(F)(F)F)n2)n1 under HUVEC inhibit: 99
Entry of C=CCOC(=O)C1=C(C)OC(N)=C(C#N)C1c1ccccc1F (configuration not stated) under S1P2 blocker: 5
Entry of O=C(NCc1cccs1)C1CCCN(S(=O)(=O)c2cccs2)C1 (configuration not stated) under PostGolgi ctrl: 10
Entry of CCOC(=O)CC(=O)CSc1nc(C)nc2c1oc1ccccc12 under PostGolgi yeast: -1
Entry of CNC(=O)c1cc2c(=O)n3cc(C)ccc3nc2n(C(C)C)c1=N under S1P2 blocker: -18
Entry of CCOc1ccc(OCCCC(=O)O)cc1 under PostGolgi ctrl: -7

Returning to the listing, starting 2 compounds before the break.
SMILES	S1P2 blocker	Lung fibro prol	PostGolgi yeast	E coli WT exp	DAT uptake mod	H69AR inhibit	PostGolgi ctrl	HUVEC inhibit	S1P2 ag
CCOC(=O)CC(=O)CSc1nc(C)nc2c1oc1ccccc12	-15	105	-1	1	-0.098	84	2	100	2
O=C(NCc1ccco1)c1cc2ccccc2c(=O)o1	9	113	-3	1	0.45	99	-7	93	-4
COc1cccc(-c2cc(C(=O)NCCc3ccccc3)no2)c1	-8	114	1	-6	-0.54	87	3	108	-8
CCCCNC1CCS(=O)(=O)C1 (configuration not stated)	15	96	-2	-3	-0.79	88	0	96	-3
O=C(NCC1CCN(c2ccc(S(=O)(=O)N3CCOCC3)cc2)CC1)c1ccc(Cl)cc1	20	86	-1	-7	0.96	35*	15	88	-2
COc1cccc(CNC(=O)C2(C)Oc3ccccc3NC2=O)c1 (configuration not stated)	-31	99	0	-2	0.018	87	2	98	-3
Cn1nnc2cc(C(=O)N3CCCCCC3)ccc21	-6	94	8	0	-0.8	96	4	92	0
CSc1nc2ccc(S(=O)(=O)N3CCc4ccccc43)cc2s1	6	84	1	-7	-0.27	64	52*	94	-4
O=C(c1cc2nc(-c3cccs3)cc(C(F)(F)F)n2n1)N1CCCc2ccccc21	-21	/	0	0	0.97	/	1	/	-5
O=C(c1ccccc1)N1CCC(c2nc(-c3ccc(S(=O)(=O)N4CCOCC4)cc3)no2)CC1	-8	103	-3	6	0.91	90	1	93	-2
O=C(Nc1ccncc1)c1cc2ccccc2o1	5	104	7	-12	0.041	78	4	112	-3
COc1ccc(C2C(C(C)=O)=C(O)C(=O)N2c2cccnc2)c(OC)c1 (configuration not stated)	0	97	0	5	0.16	97	4	103	1
CCOc1ccccc1NC(=O)N1C2CCCC1CC(NC(=O)C1CC1)C2 (configuration not stated)	-13	102	/	/	-1.3	87	/	97	-3
CNC(=O)C1CCC(=O)N1Cc1ccc(C)cc1 (configuration not stated)	-7	/	-1	-12	-0.99	/	2	/	-4
Cc1cc2ncn(C(=O)N3CCOCC3)c2cc1C	-2	97	27	4	-0.94	79	-12	83	2
CC1CCc2nc(NC(=O)CCSc3ccccc3)sc2C1 (configuration not stated)	15	104	7	-6	-1.7	74	-8	76	-2
O=C1COc2ccccc2CN1	5	101	1	-2	-0.18	76	-7	89	-7
CO/N=C(/CS(=O)Cc1ccc(Cl)cc1)c1ccc(Cl)cc1 (configuration not stated)	18	/	14	-1	-0.85	/	29	/	-6
O=c1c(-c2ccccc2)coc2c(CN3CCOCC3)c(O)ccc12	/	99	-8	1	-0.27	92	10	99	/
Cc1cc(-c2nnc(SCC(=O)NC3CCCC3)o2)no1	15	98	17	6	-0.16	94	-4	105	70*
CN(C)/C=N/c1c(C#N)cnn1-c1ncnc2sc(-c3ccccc3)cc12	8	97	-2	-3	3.2*	47	21	69	-8
CCN(CC)S(=O)(=O)c1cc(C(=O)Nc2ccncc2)ccc1Cl	-14	102	7	6	0.3	76	2	99	-3
CCOC(=O)CN1C(=O)C(CC)Oc2ccc(Cl)cc21 (configuration not stated)	15	/	1	4	0.52	/	0	/	-6
CC(=O)Nc1ccc(S(=O)(=O)N2CCSC2c2ccccc2Cl)cc1 (configuration not stated)	3	95	0	3	0.77	/	3	92	-3
O=C(NCCCN1CCOCC1)c1cc(C(=O)C2CC2)c[nH]1	16	/	-1	-11	0.2	/	4	/	-4
O=C(NCc1ccc2[nH]c3c(c2c1)CCCC3)N1CCOCC1	15	109	21	1	-0.45	94	30*	102	-4
CC1CN(c2cc3nccnc3cc2F)CC(C)O1 (configuration not stated)	5	93	-3	-3	0.84	101	30	99	-1
Cc1ccc(C2CC(=O)c3cnc(N4CCc5ccccc5C4)nc3C2)cc1 (configuration not stated)	3	101	7	-5	1.5	94	27	108	581*
O=C(O)CSc1cnc2ccccc2n1	-13	94	3	-2	-0.27	94	1	103	-4
O=c1[nH]c(N2CCc3ccccc3C2)nc2c1CCCC2	11	97	/	/	/	78	/	87	-5
COC(=O)c1[nH]c2ccc(C)cc2c1NC(=O)CN1CCCc2ccccc21	-9	90	-2	5	1	68	48*	68	-3
COc1ccc(-c2nc(CS(=O)CC(=O)NCc3ccco3)c(C)o2)cc1 (configuration not stated)	7	100	-4	-2	1.4	86	-5	98	-5
Cc1cc(=O)[nH]c(SCC(=O)Nc2ccc(Br)cc2)c1C#N	-16	93	3	34	0.46	31*	12	43	-6
CC(C)N=Cc1c(O)[nH]c2ccccc12	-4	104	16	12	-1.3	109	0	100	-5
COc1cc(Cn2cnnn2)ccc1O	-2	99	20	6	-0.18	93	7	94	-6
Cc1cc(C)n2nc3nc(N4CCCC4)nc(-c4ccccc4)c3c2n1	/	104	5	12	/	41	17	96	/
Cc1ccc(NC(=O)CN(C)S(=O)(=O)c2cccc3nsnc23)cc1C	28	106	3	-5	0.32	90	4	92	-4
O=C(NCCCN1CCOCC1)c1cc2ccccc2o1	-5	/	14	-2	-0.071	/	2	/	-1
O=C(Nc1ccccc1)NC1CCN(Cc2nnnn2C2CCCCC2)CC1	6	91	12	-1	0.52	102	-4	84	-9
Cc1ccccc1CSc1nnc(-c2cccnc2)n1N	22	98	-7	1	0.13	94	3	91	-11
CCCCCn1c(=O)[nH]c2cc(C(=O)NCCCN3CCCCC3)ccc2c1=O	-10	88	-2	5	-0.57	103	13	91	-4
Cc1cc(N2C(=O)C(O)=C(C(=O)c3ccco3)C2c2cccnc2)no1 (configuration not stated)	12	99	13	2	/	92	-4	101	-4
COc1ccc(N2C(=O)CC2(/C=C/c2ccccc2OC)C(=O)NC2CCCC2)cc1 (configuration not stated)	2	97	/	/	0.61	54	/	87	-5
O=C(Nc1nc2ccc(S(=O)(=O)N3CCCC3)cc2s1)C1CCCO1 (configuration not stated)	3	102	2	9	2.4*	91	10	90	-10
CCCn1c(CCC(=O)O)ccc1-c1ccc(F)cc1	8	102	3	8	-0.53	93	5	104	-4
O=C1NCCCC1C(=O)N1CCN(C(c2ccccc2)c2ccccc2)CC1 (configuration not stated)	/	106	/	/	-0.32	87	/	97	/
Cc1c(-c2ccc(Cl)cc2)oc(=O)c2c(N)n(-c3ccccc3)nc12	-19	/	-12	-4	0.66	/	-7	/	-3
c1ccc(CCNc2nc3ccccc3n3nnnc23)cc1	/	87	5	-12	/	51	9	85	/
O=C(O)c1cccnc1NC1CCCC1	-6	102	1	-15	0.86	102	2	100	-4
CCOC(=O)Cn1c(C)c(C#N)c2ccccc21	-12	93	-7	-15	-0.48	93	-2	74	0
CCN1CCN(c2ncc3c(n2)CC(c2cc(OC)c(OC)c(OC)c2)CC3=O)CC1 (configuration not stated)	-6	51	0	8	0.81	17*	16	51	-2
COC(=O)c1ccccc1NC(=O)c1ccccc1OC	5	102	-9	0	-0.014	76	18	97	-4

The results go on:
SMILES	S1P2 blocker	Lung fibro prol	PostGolgi yeast	E coli WT exp	DAT uptake mod	H69AR inhibit	PostGolgi ctrl	HUVEC inhibit	S1P2 ag
Cc1nc2ccc(Br)cn2c(=O)c1Cl	2	97	11	5	-0.36	100	-1	95	-2
O=C(NC1CCCCC1)C(c1ccc(O)cc1)N(CC1CCCO1)C(=O)C1COc2ccccc2O1 (configuration not stated)	1	94	-8	-5	0.37	71	6	84	-12
O=C(Cc1ccc(Br)cc1)c1ccc(O)cc1O	14	/	-3	59*	-1.5	/	30*	/	-5
O=C(CCc1ccccc1)NC(NC(=S)Nc1cccc(Cl)c1)C(Cl)(Cl)Cl (configuration not stated)	-12	100	/	/	2.7	94	/	101	-1
COc1ccc(OC)c(S(=O)(=O)N2CCC(C(=O)NCc3ccccc3OC)CC2)c1	8	100	-20	-5	-0.083	95	12	98	0
CCN(CC)S(=O)(=O)c1ccc2oc(C(=O)NCc3ccc(C)cc3)c(C)c2c1	6	88	-7	-14	0.27	38*	23	85	-3
CC1Cc2cc(C3(O)C(=O)c4ccccc4C3=O)ccc2N1 (configuration not stated)	-8	101	4	-6	0.12	108	1	96	0
CC(C)C(NC(=O)c1ccc(C(C)(C)C)cc1)C(=O)NC1=NCCS1 (configuration not stated)	18	93	-2	19	0.53	75	10	96	0
CCN1CCCC1CNC(=O)c1ccc(N2CCCC2=O)cc1 (configuration not stated)	19	102	4	2	-0.46	90	2	101	-5
c1ccc(-c2nc(NCc3ccco3)c3oc4ccccc4c3n2)cc1	3	97	9	-15	-0.004	67	34*	81	0
COc1ccc(-n2nc3cc(C)c(NC(=O)C(C)C)cc3n2)cc1	17	103	1	-2	0.25	94	5	95	-3
COC(=O)c1[nH]c2ccccc2c1NC(=O)CN1CCN(C/C=C/c2ccccc2)CC1	15	94	-1	-1	-0.74	48	-4	86	-2
CCCCN(C(=O)Nc1ccc(OCC)cc1)C1CCN(C(C)=O)CC1	13	106	-18	1	0.58	98	13	106	-2
N#CCCn1cc(/C=N/O)c(-c2ccccc2)n1	-5	92	-6	-3	-0.57	90	12	88	-5
Cc1cc(NC(=O)c2cccc(COc3ccc(Br)cc3)c2)no1	19	92	12	-10	0.065	89	-4	59	-7
COc1ccc(CCN2CC(C(=O)NCc3ccco3)CC2=O)cc1OC (configuration not stated)	-8	/	-11	10	-0.26	/	33*	/	-5

Assay outcomes deposited in PubChem BioAssay by several laboratories.
